S100A4 inh HTS = inhibitors of S100A4-myosin IIA peptide binding, primary screen, biochemical, fluorescence polarization, TAMRA-MyoIIA peptide | 0.14% of 360,000 active | inhibition, % at 10.7 µM;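 active = mean inhibition of at least 70% across replicates, with every replicate also reaching that level; inconclusive = mean inhibition reaches 70% but some replicates fall short; inactive = mean inhibition below 70%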
Target sequence (P26447 whole entry, looked up): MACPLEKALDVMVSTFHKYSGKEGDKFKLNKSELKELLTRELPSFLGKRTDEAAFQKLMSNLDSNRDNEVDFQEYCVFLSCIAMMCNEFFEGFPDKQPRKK
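Compound dosing: one dose per compound; test system: human S100A4 monomer with TAMRA-labelled myosin IIA peptide; probe or stimulus: TAMRA-labelled myosin IIA heavy-chain peptide probe, 5 nM; medium: HEPES buffer with Ca2+, pH 7.2; schedule: 5 min incubation before reading; benchmarks: neutral control DMSO, positive control TFP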
Casp6 inh = human caspase-6 inhibitors, primary screen, biochemical, VEID-R110 fluorescence, single point, set 2; purified caspase-6, Z-VEID-R110 cleavage fluorescence; 0.53% of 350,000 active; AID 686996, 2013; P55212; inhibition, % at 12.5 µM;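 active = mean inhibition across replicates at least about 35%, with every replicate also reaching that limit, limit read from the data; inconclusive = only one of the two criteria met; inactive = neither criterion met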;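 also: 0% = median of neutral control wells and 100% = no fluorescence left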
Target sequence (P55212 24-179 limits assumed): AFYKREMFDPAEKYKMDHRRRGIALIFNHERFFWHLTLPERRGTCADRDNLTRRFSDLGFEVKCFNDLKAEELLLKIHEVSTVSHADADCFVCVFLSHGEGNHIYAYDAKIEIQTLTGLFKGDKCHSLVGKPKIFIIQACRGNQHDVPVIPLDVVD
Target sequence (P55212 194-293 limits assumed): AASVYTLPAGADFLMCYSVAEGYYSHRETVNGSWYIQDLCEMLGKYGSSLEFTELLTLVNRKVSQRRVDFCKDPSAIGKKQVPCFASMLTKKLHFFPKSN
LGR2 inh = inhibitors of bursicon-induced LGR2 CRE-luciferase signal, primary screen, cell-based, HEK293, CRE-luciferase reporter, bursicon stimulation; Drosophila bursicon receptor LGR2 (rickets); bursicon-stimulated, 4 h; inhibition, % at 9.99 µM; 0.35% of 380,000 active;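 active = drop in luminescence signal, shown as inhibition above about 50% in the replicate tests, limit read from the data, passing the limit was not always enough; inconclusive = probably only some replicates passing the limit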;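 also: agonist challenge used bursicon conditioned medium at about half maximal strength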
SIRT5 block = SIRT5 desuccinylase inhibitors, primary screen, biochemical, fluorescence imaging, single point, set 5. NAD-dependent protein deacylase sirtuin-5, mitochondrial (Homo sapiens), Q9NXA8. Purified SirT5, succinyl-peptide AMC, trypsin-coupled fluorescence. inhibition, % at 15 µM. 1.1% of 330,000 active. AID 652115, 2013; in the data active = inhibition above about 15%; inconclusive = no clear call, values can overlap the other calls
Target sequence (Q9NXA8 whole entry, looked up): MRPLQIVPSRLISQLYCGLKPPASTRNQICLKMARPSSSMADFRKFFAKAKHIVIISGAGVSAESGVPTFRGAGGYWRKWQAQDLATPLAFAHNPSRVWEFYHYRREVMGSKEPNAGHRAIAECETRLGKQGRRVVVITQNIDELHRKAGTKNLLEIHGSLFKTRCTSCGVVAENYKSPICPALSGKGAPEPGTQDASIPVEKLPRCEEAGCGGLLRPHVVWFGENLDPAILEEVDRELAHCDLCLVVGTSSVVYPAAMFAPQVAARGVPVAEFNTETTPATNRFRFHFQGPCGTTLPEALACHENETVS
C2C12 statin = suppressors of statin myotoxicity in C2C12 myotubes, primary screen, cell-based, single point, plate reader; C2C12 myotubes + simvastatin, ATP luminescence, 48 h; scaled: DMSO 0, geranylgeraniol control 100; rescue of ATP level, % at 7.49 µM; 0.78% of 330,000 active; AID 602340, 2012;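 active = mean ATP rescue above about 67%, or every replicate alone reaching that limit, limit read from the data, passing the limit was not always enough; inconclusive = no clear call, values can overlap the other calls; inactive = mean under the limit and some replicate under it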;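 also: myotubes were challenged with 10 µM simvastatin during compound exposure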
esBAF inh = Bmi1 luciferase reporter increase in mESCs, primary screen, esBAF inhibitor project, mouse ES cells, Bmi1 luciferase knock-in, single point. 24 h; 100% = twice the neutral-well signal. reporter increase, % at 12.5 µM. 2% of 350,000 active. AID 602393, 2012; in the data active = activation above about 40%; inconclusive = no clear call, values can overlap the other calls;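 also: 0% = median of the plate's neutral control wells and 100% = double that signal; a rise in the Bmi1 reporter signal indicates esBAF inhibition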
FN deposit inh = inhibitors of fibronectin matrix deposition, primary screen, AH1F cells, Alexa488-fibronectin fluorescence, plate reader; 0.086% of 350,000 active; inhibition, % at 12.6 µM; AID 743247, 2014; AH1F fibroblasts, overnight;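 active = mean inhibition across replicates of 30% or more, regardless of how many single replicates reach that level; inconclusive = mean under 30% yet at least half of replicates reach 30%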;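 also: positive control wells lacked labelled fibronectin entirely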
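test system = AH1F fibroblasts assembling fluorescent fibronectin matrix | quantity = 10000 AH1F cells per well | buffer or medium = DMEM plus 2% serum, read in PBS | doses = single dose, pinned | incubation = 1 h cell attachment, overnight exposure to compound and label | detection = fluorescence at 485 nm excitation, 525 nm emission | read-out basis = inhibition from reduced deposited-fibronectin fluorescence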
Numbers without * were called inactive; ? = inconclusive; . = no result given; & = joins results of further samples. These rows are one share of the data, so the mix of outcomes need not match the whole.

SMILES	S100A4 inh HTS	Casp6 inh	LGR2 inh	SIRT5 block	C2C12 statin	esBAF inh	FN deposit inh
OC(CN1CCCCC1)Cn1c2ccccc2c2cc(Br)ccc21 (stereo not given)	-12	-6	5	-3	26	-3	1
CCOC(=O)Nc1ccc2c(c1)N(C(=O)CCN1CCN3CCCC3C1)c1ccccc1CC2 (stereo not given)	.	.	-4	.	-12	-4	.
COc1ccc(C2C(C(=O)c3cccs3)=C(O)C(=O)N2CCN2CCOCC2)c(OC)c1 (stereo not given)	-4	7	-15	3	17	5	-9
COc1ccc(NC(=O)Nc2ccc3c(c2)C(=O)N([C@@H](C)CO)C[C@@H](C)[C@@H](CN(C)S(=O)(=O)c2ccc(OC)cc2)O3)cc1	12	-1	8	1	-13	-1	.
C[C@@H]1CN([C@@H](C)CO)C(=O)c2cc(-c3ccc(F)cc3)cnc2O[C@@H]1CN(C)Cc1ccccn1	3	-3	-10	-3	-2	5	-12
CCCCN1C[C@H](C)[C@@H](CC(=O)NC)C1=O	-5	-2	-4	-1	4	0	-3
NC(=O)CC(NC(=O)c1ccccc1)C(=O)O (stereo not given)	-6	-1	-5	7	-1	-4	.
Cc1cccc(C)c1NC(=O)c1sccc1SCc1cccc(C(F)(F)F)c1	5	3	31	-5	-5	-6	.
CCSc1ccccc1C(=O)n1nnc2ccccc21	-14	0	21	-3	.	.	.
Cc1noc(C)c1CS(=O)(=O)c1ccc([N+](=O)[O-])cc1	0	0	10	-1	.	.	1
C[C@H]1CN([C@@H](C)CO)C(=O)Cc2cc(NS(C)(=O)=O)ccc2O[C@@H]1CN(C)C	-2	1	0	-6	-24	0	-1
CN1CC[n+]2cnc3ccccc3c21	.	.	.	.	4	-5	-3
C=CCNc1nc(Cl)nc(NCc2ccco2)n1	-17	-3	3	-6	-1	-7	1
C=C(CCC(=O)c1ccccc1)C(=O)c1ccccc1	1	61*	.	.	.	.	-1
Cc1ccc(NC(=O)ON=C2CCCC2)cc1	-4	0	-28	.	.	.	6
CC(C)CCN1CCN(Cc2cnc(-c3ccccc3)s2)CC1CCO (stereo not given)	0	-2	-18	-6	.	.	5
C[C@@H](N)C(=O)NC[C@H]1CC[C@H](C(=O)N[C@@H](Cc2ccccc2)C(=O)O)CC1	-5	5	-3	0	-22	3	-1
CC(=O)N1CN(C2CC(C)(C)NC(C)(C)C2)Cc2c1sc1c2CCCC1	0	-3	-5	-1	.	.	-12
CCN(CC)c1ccc(NC(=O)c2cc(Cl)ccc2OC)cc1	.	.	-26	.	-58	2	.
N/C(Cc1cccc2ccccc12)=N\OC(=O)c1ccc2c(c1)OCO2	-9	-1	9	-1	22	-2	4
CN1C(=O)c2cc(NC(=O)c3cnccn3)ccc2OC[C@@H]2O[C@H](CC(=O)N[C@H]3CCN(Cc4ccccc4)C3)CC[C@@H]21	-8	6	14	2	37	-2	-5
CCN(C[C@H]1[C@H](c2ccccc2)[C@@H](CO)N1S(C)(=O)=O)C(=O)C1CCC1	.	.	5	.	-7	7	.
COc1ccc(NC(=O)Nc2ccc3c(c2)CC(=O)N([C@H](C)CO)C[C@@H](C)[C@H](CN(C)S(=O)(=O)c2ccc(Cl)cc2)O3)cc1	-10	1	4	-3	43	-6	-1
CCCCCc1cc(=O)oc2c(C(CCN3CCCCC3)c3ccc4c(c3)OCO4)c(OC)cc(OC)c12 (stereo not given)	-5	1	40	.	-61	-15	-4
CN(C)/N=C/c1cc([N+](=O)[O-])ccc1O	4	-2	14	-5	-4	-2	-4
CCc1nc2c(OCCC3CCCCC3)cccn2c1N(C)C(=O)c1ccccc1F	5	3	-10	1	-8	8	-8
O=C(Nc1nnc(-c2ccc(Cl)cc2)o1)Nc1ccccc1F	-3	2	12	0	-7	25	5
O=C(Nc1cc(Cl)ccc1N1CCOCC1)c1cccnc1Cl	-2	4	9	-2	-2	-3	-6
COc1cc(NC(=O)C2CCCO2)c(C(=O)O)cc1OC (stereo not given)	1	6	11	-14	-21	-14	.
O=C(Nc1ccc2[nH]c(=O)[nH]c2c1)Nc1ccc(F)cc1F	0	3	10	-4	-8	5	5
Cc1ccnc(NC(=O)c2ccc(NS(=O)(=O)/C=C/c3ccccc3)cc2)c1	-1	6	11	2	.	.	2
CN(C)CC(=O)Nc1ccc2c(c1)[C@@H]1C[C@@H](CC(=O)NCC3CC3)O[C@@H](CO)[C@@H]1O2	-1	2	-3	13	8	2	-27
CCN(c1cccc(C)c1)S(=O)(=O)c1cccc(C(=O)O)c1	.	.	.	.	2	10	-10
CO[C@@H](C(=O)N(C)C[C@H]1OCc2ccccc2-c2c(n(C)c3ccccc23)C(=O)N([C@@H](C)CO)C[C@@H]1C)c1ccccc1	-15	-1	-4	5	.	13	-8
COc1ccc(S(=O)(=O)N2CCC(C(=O)NC3CCCCC3C)CC2)cc1 (stereo not given)	-5	-1	-15	1	-1	1	3
Cc1nnc(NC(=O)c2ccccc2-c2ccccc2C(=O)O)s1	-4	0	13	-4	.	.	-3
C[C@@H]1CN([C@@H](C)CO)C(=O)c2cc(NC(=O)Nc3cccc4ccccc34)ccc2O[C@@H]1CN(C)Cc1ccc(C(=O)O)cc1	1	0	-17	-7	-1	-1	.
Cc1noc(C)c1NC(=O)Nc1ccc2c(c1)C(=O)N([C@@H](C)CO)C[C@H](C)[C@@H](CN(C)S(C)(=O)=O)O2	11	3	10	-7	-16	2	.
CN1C(=O)c2cc(NC(=O)c3ccccc3Cl)ccc2OC[C@@H]2O[C@H](CC(=O)O)CC[C@H]21	-7	-1	3	0	-33	-1	-4
CC(C)C1COC(c2cccc3ccccc23)=N1 (stereo not given)	-1	0	-53	2	0	55*	13

A draw from above in order of number of heavy atoms, high to low.
SMILES	S100A4 inh HTS	Casp6 inh	LGR2 inh	SIRT5 block	C2C12 statin	esBAF inh	FN deposit inh
CCCCCc1cc(=O)oc2c(C(CCN3CCCCC3)c3ccc4c(c3)OCO4)c(OC)cc(OC)c12 (stereo not given)	-5	1	40	.	-61	-15	-4
Cc1nnc(NC(=O)c2ccccc2-c2ccccc2C(=O)O)s1	-4	0	13	-4	.	.	-3
O=C(Nc1nnc(-c2ccc(Cl)cc2)o1)Nc1ccccc1F	-3	2	12	0	-7	25	5

Given bar-delimited: three of the compounds above
structure | S100A4 inh HTS | Casp6 inh | LGR2 inh | SIRT5 block | C2C12 statin | esBAF inh | FN deposit inh
CN(C)CC(=O)Nc1ccc2c(c1)[C@@H]1C[C@@H](CC(=O)NCC3CC3)O[C@@H](CO)[C@@H]1O2 | -1 | 2 | -3 | 13 | 8 | 2 | -27
CCN(c1cccc(C)c1)S(=O)(=O)c1cccc(C(=O)O)c1 | . | . | . | . | 2 | 10 | -10
CO[C@@H](C(=O)N(C)C[C@H]1OCc2ccccc2-c2c(n(C)c3ccccc23)C(=O)N([C@@H](C)CO)C[C@@H]1C)c1ccccc1 | -15 | -1 | -4 | 5 | . | 13 | -8

The results go on.
SMILES	S100A4 inh HTS	Casp6 inh	LGR2 inh	SIRT5 block	C2C12 statin	esBAF inh	FN deposit inh
CCn1c(=O)cc(C(=O)OC)sc1=Nc1ccc(F)c(F)c1	1	0	?	-3	-4	6	3
CCCOc1ccc(-c2c(=O)n(OCc3ccc([N+](=O)[O-])cc3)c3ccccc3[n+]2[O-])cc1	-8	0	-40	-6	.	.	-5
CCn1cc(C2C3=C(CC(C)(C)CC3=O)N(c3ccc(C)cc3)C3=C2C(=O)CC(C)(C)C3)c(C)n1	2	5	-27	-3	.	.	-6
COC(=O)C[C@H]1C[C@@H]2c3cc(NC(=O)c4ccc5c(c4)OCO5)ccc3O[C@@H]2[C@H](CO)O1	-1	1	8	1	-2	1	6
COc1ccc2c(c1)[C@@]1(OCCC=C[C@H]1C)C(=O)N2CC1CC1	1	-2	-2	-3	.	.	4
Cc1ccc(S(=O)(=O)N2C=CC(C(F)(F)F)=NCC2)cc1	.	.	.	.	10	-14	4
O=S(=O)(NCc1ccncc1)c1ccc(F)c(F)c1	-3	-3	-36	.	-16	-9	7
O=S(=O)(Cc1ccccc1)N1CCCCN2[C@H](C1)[C@H](c1ccc(C#Cc3ccccc3)cc1)[C@@H]2CO	-1	-1	30	9	.	.	.
CC(C)n1ncc(N2CCOCC2)c(Cl)c1=O	0	-7	0	-5	1	10	-1
C[C@@H]1CCCCO[C@H](CN(C)Cc2ccc3c(c2)OCO3)[C@H](C)CN([C@H](C)CO)C(=O)c2cc(NC(=O)Nc3ccc(F)cc3)ccc2O1	-2	-2	20	5	-292	-1	.
COc1ccc(CN(C)C[C@H]2Oc3c(NC(=O)Nc4ccc5c(c4)OCO5)cccc3C(=O)N([C@H](C)CO)C[C@H]2C)cc1	23	5	-20	0	0	-3	.
COc1ccc(-c2cccc(C(=O)N3CCOCC3)c2)cc1	-13	1	-6	-3	20	22	3
COc1ccc(-c2cn(CC[C@@H]3CC[C@@H](NC(=O)NC(C)C)[C@H](CO)O3)nn2)cc1	28	1	0	-12	-1	15	-10
C[C@H]1CN([C@@H](C)CO)C(=O)Cc2cc(NC(=O)CCC(F)(F)F)ccc2O[C@H]1CN(C)C(=O)Nc1ccc(F)cc1	2&4	0&0	5&0	-1&-2	4&4	1&-2	-1
COCCn1c(Cc2ccccc2)nnc1SCC(=O)N(C)C	1	1	-2	1	3	-8	.
Cc1cc(C(=O)Nc2cccc3c2O[C@@H](CN(C)Cc2ccc(C(F)(F)F)cc2)[C@H](C)CN([C@@H](C)CO)C3=O)n(C)n1	2	-1	-11	0	-3	-1	.
O=C1C=CC(=O)N1Cc1ccncc1	6	1	12	-1	-3	1	-6
N#CC1(NC(=O)CSc2nnc(C3CC3)n2N)CCCCC1	8	-4	-4	.	-7	-10	0
COc1ccc(S(=O)(=O)N2CCCC(C(=O)NCCc3ccccc3)C2)cc1 (stereo not given)	1	-1	-15	-2	22	-2	9
COC(=O)C[C@@H]1CC[C@H]2[C@@H](COc3ccc(NC(=O)c4ccc(OC)cc4)cc3C(=O)N2C)O1	0	-2	21	3	-6	7	5

Rewritten with two lines to a compound: part of the list above.
The line under a structure holds: S100A4 inh HTS | Casp6 inh | LGR2 inh | SIRT5 block | C2C12 statin | esBAF inh | FN deposit inh
- COc1ccc(S(=O)(=O)N2CCC(C(=O)NC3CCCCC3C)CC2)cc1 (stereo not given)
  -5 | -1 | -15 | 1 | -1 | 1 | 3
- COc1ccc(-c2cn(CC[C@@H]3CC[C@@H](NC(=O)NC(C)C)[C@H](CO)O3)nn2)cc1
  28 | 1 | 0 | -12 | -1 | 15 | -10
- N/C(Cc1cccc2ccccc12)=N\OC(=O)c1ccc2c(c1)OCO2
  -9 | -1 | 9 | -1 | 22 | -2 | 4
- CCN(CC)c1ccc(NC(=O)c2cc(Cl)ccc2OC)cc1
  . | . | -26 | . | -58 | 2 | .
- CCSc1ccccc1C(=O)n1nnc2ccccc21
  -14 | 0 | 21 | -3 | . | . | .
- C[C@@H]1CCCCO[C@H](CN(C)Cc2ccc3c(c2)OCO3)[C@H](C)CN([C@H](C)CO)C(=O)c2cc(NC(=O)Nc3ccc(F)cc3)ccc2O1
  -2 | -2 | 20 | 5 | -292 | -1 | .
- CN1C(=O)c2cc(NC(=O)c3cnccn3)ccc2OC[C@@H]2O[C@H](CC(=O)N[C@H]3CCN(Cc4ccccc4)C3)CC[C@@H]21
  -8 | 6 | 14 | 2 | 37 | -2 | -5

Assay outcomes deposited in PubChem BioAssay by Broad Institute.
